SENP7 block – inhibitors of human SENP7 protease | Q9BQF6 | recombinant SENP7, Z-RLRGG-aminoluciferin luminescence, 40 min | inhibition, % at 5 µM | 1.5% of 330,000 active;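 active = inhibition above about 50% at the single test dose, limit read from the data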;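 also: plate controls were DMSO with enzyme for no effect and no enzyme buffer wells for full effect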
Target sequence (Q9BQF6 706-1050 limits assumed): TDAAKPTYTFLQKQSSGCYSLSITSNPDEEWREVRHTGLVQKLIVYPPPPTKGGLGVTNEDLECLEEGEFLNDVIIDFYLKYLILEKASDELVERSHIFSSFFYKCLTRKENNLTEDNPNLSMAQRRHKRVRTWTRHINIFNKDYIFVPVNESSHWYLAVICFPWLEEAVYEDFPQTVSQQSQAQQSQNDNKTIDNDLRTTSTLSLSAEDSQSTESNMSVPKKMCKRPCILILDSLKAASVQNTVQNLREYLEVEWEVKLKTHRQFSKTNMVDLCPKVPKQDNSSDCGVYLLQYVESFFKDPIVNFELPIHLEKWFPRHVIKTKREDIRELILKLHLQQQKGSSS
SENP1 inh – inhibitors of human SENP1 SUMO protease catalytic domain | recombinant SENP1 catalytic domain, CyPet-SUMO1-YPet FRET cleavage | inhibition, % at 10 µM | 0.21% of 360,000 active | AID 624204;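 active = inhibition at least 30% at 10 µM, raw YFP signal under a set limit, fluorescence ratio 0.5 to 1.5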;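 also: 0% = enzyme with DMSO and 100% = no enzyme wells; some results filed as inactive read as strong as hits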
Target sequence (Q9P0U3 419-644 limits assumed): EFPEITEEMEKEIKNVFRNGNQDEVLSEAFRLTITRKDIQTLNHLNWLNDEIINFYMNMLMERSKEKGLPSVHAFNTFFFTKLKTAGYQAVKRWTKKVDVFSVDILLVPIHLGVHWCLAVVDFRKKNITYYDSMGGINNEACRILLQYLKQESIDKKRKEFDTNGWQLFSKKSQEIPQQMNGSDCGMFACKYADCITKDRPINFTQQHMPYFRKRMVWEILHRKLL
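Assay system – human recombinant His6-tagged SENP1 catalytic domain enzyme · Input – SENP1 enzyme, 20 pM final · Buffer or medium – Tris pH 8 buffer plus EDTA, NaCl, BME, BSA, NP40, catalase · Schedule – 50 min reaction at room temperature · Technique – FRET read of cyan and yellow fluorescence · Control set – no-enzyme wells low, DMSO-plus-enzyme wells high control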
Apaf1 inhib – blocks human Apaf-1 apoptosome activity; O14727; reconstituted apoptosome caspase-3 activity, DEVD-Rh110 fluorescence; AID 489030; 0.71% of 330,000 active; inhibition, % at 20 µM; active = inhibition of at least 40% at 20 µM;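 also: plate controls were DMSO wells for no effect and DEVD-CHO caspase inhibitor wells for full effect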
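Material: reconstituted apoptosome with Apaf-1, cytochrome c, caspase-9, procaspase-3, dATP / Buffer or medium: pH 7.5 Hepes buffer with CHAPS, BSA, DTT / Also added: cytochrome c with DEVD-Rh110 / Schedule: compound with Apaf-1, dATP, procaspase-3 30 min, then 50 min reaction, room temperature / Technique: rhodamine 110 fluorescence at Ex 480/Em 540 nm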
SENP6 inh – SENP6 protease inhibition; Q9GZR1; Recombinant SENP6 catalytic domain, aminoluciferin luminescence; 1.8% of 330,000 active; inhibition, % at 10 µM;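 active = inhibition above about 50% at the single tested dose, limit read from the data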;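 also: plate controls were DMSO wells with enzyme for no effect and DMSO wells lacking enzyme for full effect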
Target sequence (Q9GZR1 628-1112 limits assumed): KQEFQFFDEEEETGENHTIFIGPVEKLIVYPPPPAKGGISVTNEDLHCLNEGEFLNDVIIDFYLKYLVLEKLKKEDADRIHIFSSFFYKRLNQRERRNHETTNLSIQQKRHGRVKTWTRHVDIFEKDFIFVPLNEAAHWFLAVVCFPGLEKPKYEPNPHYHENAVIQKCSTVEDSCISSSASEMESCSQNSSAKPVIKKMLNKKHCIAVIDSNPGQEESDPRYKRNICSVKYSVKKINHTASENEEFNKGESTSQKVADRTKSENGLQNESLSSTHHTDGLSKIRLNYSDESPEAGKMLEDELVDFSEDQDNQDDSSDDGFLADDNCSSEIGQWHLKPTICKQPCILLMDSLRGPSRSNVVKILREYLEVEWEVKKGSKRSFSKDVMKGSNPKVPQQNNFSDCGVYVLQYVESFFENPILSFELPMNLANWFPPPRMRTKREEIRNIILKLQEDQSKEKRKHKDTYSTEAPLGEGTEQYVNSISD
SENP8 block-1 – blocks human SENP8 cleavage of Nedd8 substrate; Q96LD8; recombinant SENP8, Nedd8 substrate fluorescence; inhibition, % at 20 µM; 0.64% of 360,000 active; AID 602440; in the data active = inhibition mostly above about 40%, no sharp cut-off; inactive = mostly below about 27%
PfG6PD inh – PfG6PD (Plasmodium falciparum) enzyme inhibition | PfGluPho enzyme, NADPH resazurin-diaphorase fluorescence | inhibition, % at 20 µM | 0.78% of 350,000 active | AID 504690;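 active = inhibition reaching at least a set limit at 20 µM in the primary screen, cut at about 59% in these data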;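 also: 0% = DMSO wells with substrate and 100% = DMSO wells lacking glucose-6-phosphate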
SENP8 block-2 – SENP8 protease inhibition; Q96LD8; purified SENP8, Z-RLRGG-aminoluciferin cleavage, luminescence; inhibition, % at 10 µM; 1.2% of 330,000 active; AID 2540; in the data active = inhibition above about 50%
HKDC1 inh – inhibitors of human hexokinase HKDC1; Q2TB90; recombinant HKDC1, G6PDH/diaphorase resazurin coupled fluorescence; inhibition, % at 20 µM; 0.16% of 340,000 active;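 active = inhibition above about 35% when tested at 20 µM, limit read from the data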;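 also: plate controls were DMSO wells with enzyme for no effect and DMSO wells lacking enzyme for full effect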
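Test system: recombinant HKDC1 (HK5) hexokinase enzyme, produced in-house; Amount: enzyme 5 µg/mL final; Buffer or medium: Tris pH 8.0 buffer with MgCl2, Tween-20, BSA, BME; Reagent: glucose and ATP substrates; Doses: 20 µM test compound, 1% DMSO; Incubation: 90 min reaction incubation at room temperature, dark; Detection: resorufin fluorescence at 613 nm.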
* marks the source's active call; other numbers are inactive results; i = inactive; x = not tested or not shown.

SMILES	SENP7 block	SENP1 inh	Apaf1 inhib	SENP6 inh	SENP8 block-1	PfG6PD inh	SENP8 block-2	HKDC1 inh
CCOC(=O)c1ccc(NC(=S)N(CCN2CCCCCC2)Cc2cccs2)cc1	2	6	10	2	8	14	5	3
CCS(=O)(=O)c1ccc2oc(SCC(=O)c3c(N)n(C4CC4)c(=O)[nH]c3=O)nc2c1	7	0	-2	9	3	-1	0	-8
CCOC(=O)C1CN(S(=O)(=O)c2ccccc2)CCN1S(=O)(=O)c1ccccc1 (stereo unspecified)	9	2	-4	4	9	-8	6	-11
O=C(Cc1ccccc1)Nc1cccc(NC(=O)c2ccccc2)c1	-18	3	-4	-8	12	11	-8	-1
C=CCNC(=O)/C=C/c1ccc(C(C)C)cc1	4	0	-2	14	20	0	-4	18
NS(=O)(=O)c1ccc(CCNC(=O)c2ccc(Cl)c(S(=O)(=O)NCc3ccco3)c2)cc1	3	0	-3	-6	-3	14	-2	-6
COc1ccccc1OCCOc1ccc(/C=N/n2cnnc2)cc1	8	3	1	-7	15	14	-1	-6
O=C(O)c1cccc(Sc2ccc(Br)cc2C(=O)O)c1	0	6	20	-12	18	3	-6	-4
Cc1ccc(CC(=O)NCCCn2ccnc2)cc1	3	2	-7	-5	26	-4	-2	0
COc1cccc(C(=O)Nc2ccc(S(=O)(=O)Nc3onc(C)c3C)cc2)c1	-8	4	2	-6	26	-3	-2	4
COc1ccc(Cl)cc1C(=O)NCC(C)C	-1	3	9	6	22	18	2	-10
O=[N+]([O-])c1ccc(NC(=S)N2CCN(S(=O)(=O)c3ccccc3)CC2)cc1	-3	-1	21	-2	10	13	0	0
CC(CN1CCOCC1)OC(=O)C(c1ccccc1)c1ccccc1 (stereo unspecified)	-5	1	7	-9	24	-11	-8	7
C=CCn1c(N)c(C(=O)OC(C)(C)C)c2nc3ccccc3nc21	2	-82	67*	28	-473	20	8	12
CN1CCN(C(=O)c2cccc(COc3cc(Cl)ccc3Cl)c2)CC1	-11	1	18	-22	13	-6	-6	-4
CCN(CC)CC(=O)NCC1(c2ccccc2)CCOCC1	-6	1	-4	-19	36	-5	0	0
Cc1nnc(SCc2ccc(C(=O)Nc3cc(Cl)ccc3C)cc2)s1	-7	1	8	-4	4	10	-10	-8
S=C(Nc1cccc2ccccc12)Nc1cccc2ccccc12	x	-26	x	x	i	22	x	11
O=C(Nc1ccc([N+](=O)[O-])cc1)c1cc2ccccc2nc1Cl	2	-2	5	-26	12	19	-2	-5
COC(=O)c1sc(N2C(=O)C(O)=C(C(=O)c3ccc(C)o3)C2c2ccc(OC)c(OC)c2)nc1C (stereo unspecified)	-3	-56	3	8	-64	-15	8	9
Cc1cc(C)c(OCC(=O)NCC2CCCO2)c(C)c1 (stereo unspecified)	-7	1	14	8	-4	-2	-3	5
CC1Cc2cc(/C(O)=C3/C(=O)C(=O)N(CCCN(C)C)C3c3ccncc3)ccc2O1 (stereo unspecified)	x	0	x	x	21	-7	x	-1
Cn1c(NC(=O)c2ccc(Cl)cc2Cl)cc(=O)n(C)c1=O	-9	-1	10	-7	-13	-14	-5	-6
O=C(NC(c1ccccc1)c1ccccc1)C1CCCO1 (stereo unspecified)	-5	1	0	-2	25	7	11	-3
Nc1ccc2c(c1)COc1ccccc1O2	-12	-1	1	-18	7	-7	-17	8
CC(C)Nc1nc(NC(C)C)nc(N(C)N)n1	-3	1	0	-7	9	-12	-3	0
O=S(=O)(c1cccs1)N1CCN(Cc2nc3ccccc3s2)CC1	13	-2	21	-5	4	-20	2	4
COc1ccc(NC(=O)c2ccc3c(c2)C(=O)N(CC2CCCO2)C3=O)cc1O (stereo unspecified)	-6	0	9	-12	10	20	-5	-1
COc1ccc2[nH]cc(CCNC(=O)c3ccc4ccccc4n3)c2c1	-1	-1	-3	2	-4	62*	4	4
Cc1cccc(C)c1NC(=O)CN(C)C(=O)c1ccccc1C(=O)N(C)Cc1ccccc1	-12	1	2	-15	16	-8	-6	3
COc1ccc(CCNC(=O)c2ccc(SC)cc2OC)cc1	1	-1	10	-4	8	1	1	18
c1ccc(CCNc2ccc3nncn3n2)cc1	0	2	0	-14	-20	0	-1	1
COc1ccc(S(=O)(=O)N/N=C(/C)c2cccc(NC(=O)c3ccccc3Cl)c2)cc1	-3	1	9	-4	22	4	4	1
COC(=O)Cc1c(O)ccn(CCc2ccc(OC)c(OC)c2)c1=O	-5	-2	-6	-17	-2	5	-10	-11
CCOC(=O)c1c(N)sc(C(=O)Nc2ccc3c(c2)OCO3)c1C	98*	-5	3	97*	1	0	92*	1
COc1ccc(NC(=O)C2CCN(S(=O)(=O)c3ccc(N4CCCC4=O)cc3)CC2)c(OC)c1	6	2	7	11	10	4	6	6
O/N=C1/C2C3C(Br)C4C5CC(C1C53)C24 (stereo unspecified)	-7	2	-10	-25	2	20	-6	-13
COc1ccc(NS(=O)(=O)c2cc(NC(=O)[C@@H](NC(N)=O)C(C)C)ccc2C)cc1	-9	1	-7	11	12	-4	-5	-1
COc1ccc(CCN2CC34C=CC(O3)C(C(=O)NCc3ccccc3)C4C2=O)cc1OC (stereo unspecified)	1	-2	-2	-16	22	-6	-7	-3
O=c1c(C(c2ccc(F)cc2)c2c(O)nc3n(c2=O)CCS3)c(O)nc2n1CCS2	3	0	-26	-11	15	-7	5	-1
O=C(Nc1cccc(O)c1)c1ccc(C(=O)c2ccccc2)o1	2	1	-20	3	5	-9	-6	-6
Nc1nc(COC(=O)C2CC(=O)N(Cc3ccccc3)C2)nc(Nc2ccccc2)n1 (stereo unspecified)	-11	0	12	-7	7	-8	-17	-4
CCCN(CCC)CCNC(=O)CN1C(=O)COc2ccc(S(=O)(=O)N3CCOCC3)cc21	-4	0	3	9	12	-27	1	-6
CN1C(=O)C(N=Nc2ccccc2C(=O)O)N(C)C1=S (stereo unspecified)	22	56*	4	89*	13	3	86*	10
COc1ccc(-c2cccc(-c3cc(=O)oc4cc5c(cc34)OCO5)c2)cc1	5	-2	22	x	-378	4	x	-1
Cn1nnnc1SCC(=O)Nc1ccccn1	-3	3	-3	11	9	-4	-3	3
CN=C1NN=C(c2cc(C)n(-c3c(C)n(C)n(-c4ccccc4)c3=O)c2C)CS1	-5	2	-4	-8	-7	18	-13	-13
CCCN1CCN(CCCNC(=O)c2cc3c(=O)oc4ccc(C)cc4c3s2)CC1	-11	-1	14	3	-232	5	2	8
COc1cc(/C=C(\NC(=O)c2cc(OC)c(OC)c(OC)c2)C(=O)NC(C(=O)O)c2ccccc2)cc(OC)c1OC (stereo unspecified)	7	-9	7	-10	-15	-12	4	-5
Cc1ccc(S(=O)(=O)N(CC(=O)Nc2cccc(N(C)S(C)(=O)=O)c2)c2ccc(Cl)c(Cl)c2)cc1	0	2	-14	14	2	12	-2	-5

The results go on.
SMILES	SENP7 block	SENP1 inh	Apaf1 inhib	SENP6 inh	SENP8 block-1	PfG6PD inh	SENP8 block-2	HKDC1 inh
O=C(CNc1ccccc1)N/N=C/c1c(O)ccc2ccccc12	8	-83	26	4	-23	-5	-2	1
CC1CCCCN1S(=O)(=O)c1cccc2cccnc12 (stereo unspecified)	3	-3	-1	-3	15	2	-8	-1
Cc1csc(N(C(=O)Cc2ccccc2F)c2ccccc2)n1	3	0	0	2	7	-16	-4	2
O=C(CN1C(=O)CCSc2ccc(S(=O)(=O)N3CCOCC3)cc21)Nc1ccccc1Cl	2	-4	0	0	12	-15	8	-4
CC1=C(C(=O)Nc2ccccc2C(=O)NC2CCCCC2)SCCO1	5	1	11	-3	6	9	-1	-3
COc1ccc(CNc2nc3c(c(=O)[nH]c(=O)n3C)n2Cc2ccccc2)cc1	1	2	3	-2	27	-6	1	3
O=C(Nc1ccc(SC(F)(F)F)cc1)c1ccccn1	93*	3	20	93*	6	17	89*	-3
FC(F)(F)c1cc(-c2ccco2)nc(-n2nnc3ccccc32)n1	1	-3	-1	-4	-292	10	0	-10
CCCCC(=O)N1CCCC(c2nc3c(nnn3Cc3cc(C)ccc3C)c(=O)[nH]2)C1 (stereo unspecified)	0	1	-2	-6	8	-3	1	-8
CCOc1ccccc1NC(=O)CSc1nc2nc(-c3cccs3)cc(C(F)(F)F)c2c(=O)[nH]1	2	-52	-6	-9	-466	-27	9	9

Single records, as listed above:
O=C(CN1C(=O)CCSc2ccc(S(=O)(=O)N3CCOCC3)cc21)Nc1ccccc1Cl across the screens: SENP7 block: 2; SENP1 inh: -4; Apaf1 inhib: 0; SENP6 inh: 0; SENP8 block-1: 12; PfG6PD inh: -15; SENP8 block-2: 8; HKDC1 inh: -4
O=C(Nc1ccc(SC(F)(F)F)cc1)c1ccccn1 across the screens: SENP7 block: 93*; SENP1 inh: 3; Apaf1 inhib: 20; SENP6 inh: 93*; SENP8 block-1: 6; PfG6PD inh: 17; SENP8 block-2: 89*; HKDC1 inh: -3
FC(F)(F)c1cc(-c2ccco2)nc(-n2nnc3ccccc32)n1 across the screens: SENP7 block: 1; SENP1 inh: -3; Apaf1 inhib: -1; SENP6 inh: -4; SENP8 block-1: -292; PfG6PD inh: 10; SENP8 block-2: 0; HKDC1 inh: -10

New compounds follow:
SMILES	SENP7 block	SENP1 inh	Apaf1 inhib	SENP6 inh	SENP8 block-1	PfG6PD inh	SENP8 block-2	HKDC1 inh
CC(C)C(CCNCc1ccccn1)c1ccc(Cl)cc1 (stereo unspecified)	0	1	3	4	11	0	4	-4
O=c1[nH][nH]c(-c2ccccc2O)c1C(C[N+](=O)[O-])c1ccc(Br)cc1 (stereo unspecified)	6	3	15	4	-6	-19	-7	-13
CC(C)[C@H](NC(=O)c1ccco1)C(=O)OCC(=O)N1CCc2ccccc21	3	0	0	-4	6	-5	-6	-2
C/C(=C\C(=O)c1ccc(C)o1)Nc1ccc2c(c1)OCO2	-2	-15	6	-9	47*	45	-13	-8
CC(C)Cc1nnc(NC(=O)CCC(=O)N2CCN(Cc3ccc(F)cc3)CC2)s1	8	1	11	10	13	-8	-8	-7
O=C(NCCc1ccc(Cl)cc1)C1CCN(S(=O)(=O)c2ccc(Br)s2)CC1	8	0	6	-7	13	8	-1	-5
O=C(CCN1C(=O)c2cccnc2C1=O)NC1CCCCCC1	6	0	-1	-1	9	4	2	-3
COc1ccc(NC(=O)C2CC(=O)N(CCc3ccc(Cl)cc3)C2)cc1 (stereo unspecified)	5	0	0	3	6	3	-5	-3
CC(C)CCN(C(=O)c1ccc(N2CCCC2=O)cc1)c1c(N)n(Cc2ccccc2)c(=O)[nH]c1=O	1	-14	6	-3	-8	-10	3	-2
O=c1[nH]c(=S)c2[nH]c(=S)n(-c3ccccc3)c2[nH]1	x	-1	x	x	-37	24	x	-3
Cc1ccc(NC(=O)c2ccco2)c(NC(=O)Cc2cccs2)c1	1	2	-5	4	14	9	-1	9
CCc1ccc2[nH]c(=O)c(-c3ccccc3)c(O)c2c1	-10	1	-12	13	-111	-6	-4	-6
Cc1nc2sc3c(c2c(=O)o1)CCC3	1	-8	18	14	6	2	1	0
Cc1cccn2c(NC(=O)c3ccccc3F)c(-c3ccccc3)nc12	0	2	3	-9	3	8	5	2
COc1ccc(S(=O)(=O)N2CCN(C)CC2c2ccccc2)cc1 (stereo unspecified)	-8	1	11	-10	-5	4	-7	-6

Screening results from PubChem.
